# From PubChem BioAssay
# CYP2C9 inhib – inhibitors of human CYP2C9; CYP2C9 Supersomes, luciferin-H conversion, luminescence; inhibition, % at 5 µM; 96,000 compounds, 20% hits; AID 777;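 active means blocking of liver enzyme CYP2C9 beyond about 50% at 5 µM, limit read from the data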; further: values of inactives mirror those of a sister screen read the other way
# CYP2C19 activ – increases human CYP2C19 enzyme activity. P33261. recombinant CYP2C19, luciferin-H EGE luminescence; active compounds read high; 0 = fully inhibited enzyme, 1 = untreated enzyme. activation factor at 5 µM. 96,000 tested, under 10 active. AID 1025;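 active means activation factor of at least 2 at 5 µM in the primary screen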;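 further: 0 = wells with 2.5 mM tranylcypromine and 1 = vehicle-only wells; values of inactives mirror those of a sister screen read the other way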
# CYP2C19 inh – blocks human cytochrome P450 2C19 | 96,000 compounds, 21% hits | inhibition, % at 5 µM | CYP2C19 Supersomes, luciferin-H EGE luminescence, 30 min;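 active means CYP2C19 inhibition above a set limit at 5 µM in the primary screen, cut at about 50% in these data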;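 further: plate controls were negative control wells for no effect and 2.5 mM tranylcypromine positive control for full effect; values of inactives mirror those of a sister screen read the other way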
# EphB4 ephrin blk – EphB4-ephrin-B2 interaction antagonism | P54760 | EphB4 LBD / TNYL-RAW-Alexa532 peptide, fluorescence polarization | inhibition, % at 7 µM | 97,000 compounds, 0.15% hits;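 active means inhibition above the screen-wide mean inhibition plus 3 SD, cut at about 15% in these data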;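 further: 0% = DMSO wells and 100% = excess unlabeled TNYL-RAW peptide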
# Target sequence (P54760 whole entry, looked up, the tested form may be a part): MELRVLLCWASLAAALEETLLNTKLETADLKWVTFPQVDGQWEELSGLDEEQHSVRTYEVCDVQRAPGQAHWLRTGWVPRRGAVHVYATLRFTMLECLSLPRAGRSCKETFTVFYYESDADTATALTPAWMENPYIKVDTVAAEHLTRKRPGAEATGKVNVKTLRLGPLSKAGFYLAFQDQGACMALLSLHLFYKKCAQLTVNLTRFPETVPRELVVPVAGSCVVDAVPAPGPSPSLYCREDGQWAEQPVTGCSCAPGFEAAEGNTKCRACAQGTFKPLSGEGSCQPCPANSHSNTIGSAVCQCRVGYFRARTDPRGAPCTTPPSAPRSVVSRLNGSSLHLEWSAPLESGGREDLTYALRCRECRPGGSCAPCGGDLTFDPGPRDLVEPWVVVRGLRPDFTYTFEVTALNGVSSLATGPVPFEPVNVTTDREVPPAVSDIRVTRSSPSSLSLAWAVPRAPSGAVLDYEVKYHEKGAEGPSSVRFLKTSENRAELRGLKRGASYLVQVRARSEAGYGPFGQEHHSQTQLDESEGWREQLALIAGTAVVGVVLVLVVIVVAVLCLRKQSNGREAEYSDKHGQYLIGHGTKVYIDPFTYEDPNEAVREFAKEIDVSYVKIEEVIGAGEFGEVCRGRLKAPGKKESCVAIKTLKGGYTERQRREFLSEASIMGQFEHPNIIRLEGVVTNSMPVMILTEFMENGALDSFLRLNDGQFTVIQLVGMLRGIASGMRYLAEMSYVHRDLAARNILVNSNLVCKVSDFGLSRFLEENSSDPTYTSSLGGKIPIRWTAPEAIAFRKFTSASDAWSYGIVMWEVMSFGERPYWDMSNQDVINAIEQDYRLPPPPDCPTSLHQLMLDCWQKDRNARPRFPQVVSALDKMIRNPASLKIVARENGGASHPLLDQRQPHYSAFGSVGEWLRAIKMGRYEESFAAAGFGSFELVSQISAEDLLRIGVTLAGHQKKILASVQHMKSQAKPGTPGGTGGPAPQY
# E coli WT exp – E. coli BW25113 growth inhibition, expanded screen; OD600 absorbance; growth inhibition, % at 100 µM; 98,000 compounds, 0.15% hits; AID 710;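 active means growth inhibition above about 50% at one test dose, limit read from the data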;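 further: growth measured after 20 h incubation at 37 °C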
# Pyk2 oligo antag – antagonists of human Pyk2 oligomerization | 99,000 compounds, 0.83% hits | AID 1347419 | Q14289 | z-score (the deposit names both 25 µM and 10 µM) | Q293 cells, Pyk2 FERM NanoBiT luminescence; active compounds read low;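 active means Z-score of -3 or lower, scaled per plate to the spread of control and sample wells; inactive means z-score above -3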;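 further: negative z-score means lost luminescence so less FERM oligomerization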
# PostGolgi yeast – growth inhibition of a yeast mutant, post-Golgi transport screen. post-Golgi transport phenotypic cell assay. inhibition, % at 10 µM. 98,000 compounds, 0.9% hits. AID 739; in the data active means inhibition above about 30%;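 further: yeast cells grown in 1536-well plates; yeast grown about 18 h at 30C before absorbance read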
# CYP2C9 act – increases human cytochrome P450 2C9 activity; P11712; recombinant CYP2C9, luciferin-H conversion, luminescence; active compounds read high; factor 1 = untreated enzyme, 0 = blocked; activation factor at 5 µM; 96,000 compounds, 1.4% hits; AID 1024;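 active means activation factor of 2 or more for CYP2C9 at a 5 µM dose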;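 further: 0 = sulfaphenazole-blocked wells and 1 = vehicle-only wells; values of inactives mirror those of a sister screen read the other way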
# PLAP act – human PLAP activation. 96,000 compounds, 1.2% hits. purified PLAP enzyme, luminescent substrate read-out; active compounds read high. activation fold at 20 µM. P05187; in the data active means activation fold above about 2
# * hit, by the source's call; · = no result given.
1	O=c1[nH]c(Cc2cccs2)nc2ccccc12
2	O=C(NCCSc1c[nH]c2ccccc12)C1CC1
3	COc1cccc(C(=O)NCC2CCCO2)c1 (stereo not drawn)
4	CCC(=O)N1CCCc2cc(S(=O)(=O)N3CCN(c4ccccc4F)CC3)ccc21
5	Cc1cc(C(=O)Nc2sc3c(c2C#N)CCC(C(C)(C)C)C3)no1 (stereo not drawn)
6	N#CC1=C2SCC(O)(c3ccccc3)N2C(=O)CC1c1ccccc1F (stereo not drawn)
7	O=C(COn1nnc2ccc(Cl)cc21)NCc1ccccc1
8	CN(C)S(=O)(=O)c1cccc(C(=O)NCc2ccco2)c1
Assay by compound	1	2	3	4	5	6	7	8
CYP2C9 inhib	5	25	13	100*	34	99*	-16	-1
CYP2C19 activ	0.9	0.8	1	0	0.9	0	0.5	0.9
CYP2C19 inh	13	16	-2	96*	7	100*	47	5
EphB4 ephrin blk	0	0	·	1	3	-4	2	-6
E coli WT exp	-1	5	-1	-14	-4	-6	8	1
Pyk2 oligo antag	-0.36	·	·	·	-0.78	-3*	-0.35	0.14
PostGolgi yeast	-3	-3	-1	4	-6	4	21	22
CYP2C9 act	0.9	0.7	0.9	0	0.7	0	1.2	1
PLAP act	1.1	0.9	1.1	1.8	1.2	1.4	0.9	1

9	CC(C(=O)Nc1ccccc1-c1ccccc1)N1CCCCC1 (stereo not drawn)
10	O=C1CC(N2CCN(C/C=C/c3ccccc3)CC2)C(=O)N1Cc1ccc(N2CCCC2=O)cc1 (stereo not drawn)
11	Cc1nn(Cc2ccc(C(=O)NC3CCCCC3)o2)c(C)c1Br
12	COc1ccccc1NC(=O)C(O)C(O)C(=O)Nc1ccccc1OC (stereo not drawn)
13	Cc1cccc(NC(=O)CN2C(=O)COc3ccc(Cl)cc32)c1C
14	O=C(O)C1C2C=CC(O2)C1C(=O)Nc1ccc(S(=O)(=O)Nc2ccccc2)cc1 (stereo not drawn)
15	Cc1[nH][nH]c(=O)c1N=Nc1ccccc1
16	N#CC(c1ccc(F)cc1)c1ccc(C(=O)c2ccc(F)cc2)cc1 (stereo not drawn)
Assay by compound	9	10	11	12	13	14	15	16
CYP2C9 inhib	4	11	50*	-216	32	40	25	77*
CYP2C19 activ	0.8	0.8	0.2	0.8	0.1	0.8	0.9	0.5
CYP2C19 inh	22	22	76*	21	88*	19	13	46
EphB4 ephrin blk	6	1	6	-13	1	1	-10	6
E coli WT exp	5	2	7	-10	-13	4	10	-11
Pyk2 oligo antag	0.07	0.51	0.18	0.73	·	-0.01	-1.1	-1.1
PostGolgi yeast	-3	-21	23	-8	5	-3	-2	-2
CYP2C9 act	1	0.9	0.5	3.2*	0.7	0.6	0.7	0.2
PLAP act	0.9	1.5	1.4	0.8	1	0.9	1.1	·

17	CC(C)CC(=O)NC(=S)Nc1ccc(NC(=O)c2cccs2)cc1
18	N#C/C(=C/c1ccc(N2CCOCC2)o1)c1ccc(Br)cc1
19	COc1ccc(Nc2nc3ccccc3n3cnnc23)cc1
20	CCN1CCN(Cc2ccc(NC(=O)Nc3ccc(OC)cc3)cc2)CC1
21	Cc1ccc(CNC(=O)C(Cc2ccccc2)NS(=O)(=O)c2cccs2)cc1 (stereo not drawn)
22	CCOC(=O)C1CCN(CC(O)COc2ccc(C(C)(C)CC)cc2)CC1 (stereo not drawn)
23	COC(=O)C1=CN(C2CC2)C=C(C(=O)OC)C1c1ccccc1OC
24	CN1CCN(c2ccc([N+](=O)[O-])cc2C(=O)N2CCOCC2)CC1
Assay by compound	17	18	19	20	21	22	23	24
CYP2C9 inhib	12	0	18	-8	2	16	66*	8
CYP2C19 activ	0.9	0.8	1	1.1	0.4	0.8	0.3	1
CYP2C19 inh	6	25	2	-12	61*	22	70*	4
EphB4 ephrin blk	3	-11	5	·	11	·	-7	5
E coli WT exp	-1	-13	5	6	3	21	-2	0
Pyk2 oligo antag	-0.31	-0.12	-2	·	-0.28	-0.33	0.34	0.5
PostGolgi yeast	-6	6	9	-1	-1	87*	-4	15
CYP2C9 act	0.9	1	0.8	1.1	1	0.8	0.3	0.9
PLAP act	1	1.1	0.8	1.3	0.9	1.5	1.9	1.1

25	COc1ccc(C)cc1S(=O)(=O)Nc1cccnc1
26	Cc1ccc(-n2nc(C)c3c(C)cc(=O)[nH]c32)cc1
27	CC(=O)Oc1ccc(C(=O)O)cc1OC(C)=O
28	Cc1ccnn1CCSCC(=O)O
29	COc1cc2c(cc1OC)CN(C(=S)Nc1ccccc1)CC2
30	Cc1ccc(C)c(NC(=O)CCN2CCOCC2)c1
31	Cc1ccc(OCCC(=O)OCC(=O)C(C)(C)C)cc1
32	CS(=O)(=O)N1CCN(c2ccc(NC(=O)c3ccc(-c4ccc(Cl)cc4)o3)cc2)CC1
Assay by compound	25	26	27	28	29	30	31	32
CYP2C9 inhib	4	33	10	14	15	-19	13	6
CYP2C19 activ	0.8	0.8	0.9	0.8	0.5	1	0.9	0.8
CYP2C19 inh	20	16	10	22	49	-4	15	21
EphB4 ephrin blk	·	-2	1	-4	6	·	-9	5
E coli WT exp	1	-1	43	-10	-2	-3	-2	-5
Pyk2 oligo antag	0.34	-0.59	-0.52	-0.08	-0.21	-0.87	1.3	0.26
PostGolgi yeast	21	16	7	-15	0	4	7	0
CYP2C9 act	1	0.7	0.9	0.9	0.9	1.2	0.9	0.9
PLAP act	1.2	0.9	1	0.8	1	1	1	0.8

33	CCOc1cc(N2C(=O)CC3CS(=O)(=O)CC32)c(OCC)cc1NC(=O)c1ccccc1 (stereo not drawn)
34	COc1ccc(CN2C(=O)CS(=O)CC2=O)cc1OC
35	CC(C)(C)C(=O)O/N=C1/C(=O)N(c2ccccc2)c2ccccc21
36	CCCn1c(N)c(N2CCCCC2)c(=O)n(CC(=O)Nc2ccccc2)c1=O
37	CN1CCC(=NNC(=O)C(=O)Nc2ccccc2)CC1
38	CCC1(C)Nc2ccccc2C(=O)N1O (stereo not drawn)
39	Cc1cccc(CSc2ncnc3c2cnn3Cc2ccccc2)c1
40	COc1ccccc1C(=O)n1nc(-c2ccco2)nc1N
Assay by compound	33	34	35	36	37	38	39	40
CYP2C9 inhib	-5	-4	15	44	8	8	49	11
CYP2C19 activ	1.1	0.9	0.9	0.6	1	1	1	0.4
CYP2C19 inh	-10	8	7	37	5	3	-2	57*
EphB4 ephrin blk	·	-3	2	-1	-7	-1	3	7
E coli WT exp	3	-7	-6	-5	-14	8	5	-3
Pyk2 oligo antag	0.29	1.3	-0.18	-0.75	2.9	-0.07	0.41	0
PostGolgi yeast	4	19	15	-3	0	1	13	4
CYP2C9 act	1	1	0.8	0.6	0.9	0.9	0.5	0.9
PLAP act	1.4	1	1.1	0.8	1	0.9	0.8	0.9

41	Cc1ccc2[nH]c(=O)c(C(c3nnnn3CCc3ccccc3)N3CCOCC3)cc2c1 (stereo not drawn)
42	O=C(COc1ccc(Cl)cc1)N1CCCCC1
43	Cc1cc(Cl)c(S(=O)(=O)Nc2ccc3c(c2)OCCO3)cc1OCC(N)=O
44	COCCCNc1cc(C)nc2ccccc12
45	COc1ccc(OC)c(NC(=O)C2CCCN(S(=O)(=O)c3cccc4cccnc34)C2)c1 (stereo not drawn)
46	Cn1c(Cl)c(/C=N/OC(=O)c2ccccc2Cl)c2ccccc21
47	CCOC(=O)CN(C(=O)Cn1nnc(-c2ccc(C)cc2)n1)C(CC)C(=O)NC1CCCC1 (stereo not drawn)
48	CCOC(=O)C1CCN(C(=O)NC23CC4CC(CC(C4)C2)C3)CC1
Assay by compound	41	42	43	44	45	46	47	48
CYP2C9 inhib	-1	-2	20	5	17	-29	30	11
CYP2C19 activ	1	0.7	0.8	1	0.3	1.1	0.8	0.5
CYP2C19 inh	-2	35	15	2	69*	-11	25	48
EphB4 ephrin blk	-5	0	-7	3	10	0	3	4
E coli WT exp	2	5	6	-10	-5	-2	-3	1
Pyk2 oligo antag	0.19	0.65	-0.49	-0.43	·	0.19	-0.59	0.09
PostGolgi yeast	4	1	3	-3	-12	10	-1	2
CYP2C9 act	1	1	0.8	0.9	0.8	1.3	0.7	0.9
PLAP act	1.4	0.8	1	0.8	1.4	1.1	1.6	1.4

49	CCOC(=O)c1c(CN2CCCCC2)n(C)c2cc(Br)c(O)c(CN(C)C)c12
50	CCc1cc(-c2n[nH]c(=S)n2C(C)c2ccccc2)cs1 (stereo not drawn)
51	COc1cc(C)nc(Oc2ccc(=O)n(C)n2)n1
52	c1ccc(Nc2nc(N3CCOCC3)nc(N3CCOCC3)n2)cc1
53	O=C(Nc1ccc(N2CCN(C(=O)c3ccccc3)CC2)cc1)c1ccc2c(c1)OCO2
54	CN1CCN(C(=O)CCc2nc3ccccc3c(=O)[nH]2)CC1
55	COCc1nnc(NC(=O)CC(C)c2ccccc2)s1 (stereo not drawn)
56	COc1ccc(CCNC(=O)c2ccn[nH]2)cc1OC
Assay by compound	49	50	51	52	53	54	55	56
CYP2C9 inhib	-3	87*	10	35	20	1	21	24
CYP2C19 activ	1.2	0.2	1.1	0.6	0.7	1	0.7	0.9
CYP2C19 inh	-16	82*	-5	40	29	-3	28	14
EphB4 ephrin blk	-6	-4	-12	6	0	3	-9	-2
E coli WT exp	9	-5	4	-9	-9	2	0	4
Pyk2 oligo antag	·	0.06	-0.2	1.6	-0.19	-0.36	1.5	0.66
PostGolgi yeast	28	0	-2	4	-9	12	2	-3
CYP2C9 act	1	0.1	0.9	0.6	0.8	1	0.8	0.8
PLAP act	1.4	1.7	0.7	1.6	1	1	0.9	1

57	COC(=O)c1[nH]c2cccc(C)c2c1NC(=O)CN1CCCc2ccccc21
58	O=C1CC(SC(=NCc2ccc3c(c2)OCO3)Nc2ccccc2)C(=O)N1 (stereo not drawn)
59	O=C(c1c(O)c2ccccc2oc1=O)C1CCC1
60	O=c1c2c3c(sc2n2cnnc2n1-c1ccccc1)N(Cc1ccccc1)CCC3
Assay by compound	57	58	59	60
CYP2C9 inhib	·	48	28	11
CYP2C19 activ	·	0	1.1	0.9
CYP2C19 inh	·	96*	-7	5
EphB4 ephrin blk	3	-4	-11	5
E coli WT exp	-15	-1	20	-2
Pyk2 oligo antag	0.72	-1.8	-0.09	·
PostGolgi yeast	-7	24	-1	1
CYP2C9 act	·	0.5	0.7	0.9
PLAP act	·	0.9	0.9	1.5

# Molecules shown so far that contain an NH in an aromatic ring:
1	O=c1[nH]c(Cc2cccs2)nc2ccccc12
2	O=C(NCCSc1c[nH]c2ccccc12)C1CC1
15	Cc1[nH][nH]c(=O)c1N=Nc1ccccc1
26	Cc1ccc(-n2nc(C)c3c(C)cc(=O)[nH]c32)cc1
41	Cc1ccc2[nH]c(=O)c(C(c3nnnn3CCc3ccccc3)N3CCOCC3)cc2c1 (stereo not drawn)
50	CCc1cc(-c2n[nH]c(=S)n2C(C)c2ccccc2)cs1 (stereo not drawn)
54	CN1CCN(C(=O)CCc2nc3ccccc3c(=O)[nH]2)CC1
56	COc1ccc(CCNC(=O)c2ccn[nH]2)cc1OC
57	COC(=O)c1[nH]c2cccc(C)c2c1NC(=O)CN1CCCc2ccccc21
Assay by compound	1	2	15	26	41	50	54	56	57
CYP2C9 inhib	5	25	25	33	-1	87*	1	24	·
CYP2C19 activ	0.9	0.8	0.9	0.8	1	0.2	1	0.9	·
CYP2C19 inh	13	16	13	16	-2	82*	-3	14	·
EphB4 ephrin blk	0	0	-10	-2	-5	-4	3	-2	3
E coli WT exp	-1	5	10	-1	2	-5	2	4	-15
Pyk2 oligo antag	-0.36	·	-1.1	-0.59	0.19	0.06	-0.36	0.66	0.72
PostGolgi yeast	-3	-3	-2	16	4	0	12	-3	-7
CYP2C9 act	0.9	0.7	0.7	0.7	1	0.1	1	0.8	·
PLAP act	1.1	0.9	1.1	0.9	1.4	1.7	1	1	·
